# USP1-UAF1 inh – USP1/UAF1 (human) deubiquitinase inhibition; O94782; recombinant USP1/UAF1, Ub-Rhodamine cleavage fluorescence; Potency, µM (series often up to 57.1 µM), inactives show at the highest dose activity change, negative = inhibition, usual class: inhibitors; 390,000 tested, 0.23% active; further: potency means the concentration at half of the fitted maximal effect; on the % scale 0 is the no-effect control and ±100 the full control effect; nearly all actives have a fitted effect of over 60% in size; inactives centre near -12
#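 USP1/UAF1 complex (1 nM) preincubated 15 min at room temperature with compound, then Ub-Rho substrate (150 nM final) added. Kinetic fluorescence at 480/540 nm over 6 reads at 60 s intervals; 50 mM HEPES pH 7.8, 0.5 mM EDTA, 0.1 mg/ml BSA, 1 mM TCEP, 0.01% Tween-20.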
# Vif-APOBEC3F blk – Vif-A3F binding inhibition; HeLa A3F-eYFP + Vif (tagged APOBEC3F with the HIV-1 protein that degrades it), YFP fluorescence increase; Potency, µM (series often up to 46.1 µM), without a hit: top-dose activity, negative = active; 390,000 tested, 0.2% active; AID 602313; further: potency means the concentration at half of the fitted maximal effect; % of control where 0% means no effect; nearly all actives have a fitted effect of over 65% in size
#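 Fluorescence increase (Ex 488/Em 500-530) after overnight compound treatment at 37 deg C flags inhibition of Vif-driven A3F-eYFP loss in stable HeLa A3F-eYFP/Vif cells seeded overnight beforehand.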
# LDHA inh – blocks human lactate dehydrogenase A; purified LDHA, NADH/diaphorase-resazurin fluorescence; stronger effect = lower value; 480,000 tested, 0.15% active; activity change, % (values are at about 110 or 230 µM); AID 1347041; P00338; in the data active means activity change below about -30%; inconclusive means mostly about -25% to -30%;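 further: plate controls were DMSO wells for no effect and wells without enzyme for full effect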
#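 LDH5 2 nM; NADH 0.06 mM, pyruvate 0.2 mM; 200 mM Tris pH 7.4, EDTA, Tween-20; 5 min RT. Detection: diaphorase 0.133 mg/mL + resazurin 37 µM, fluorescence ex540/em590 at 0 and 20 min; normalized to enzyme-free and DMSO wells.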
# PI4K2A block – blocks human PI4K2A kinase activity; Q9BTU6; purified PI4K2A, ADP-Glo luminescence, 1 h; stronger effect = lower value; activity change, negative = inhibition, % at 76.9 µM; 420,000 tested, 0.13% active; AID 1346378; in the data active means activity change below about -50%; inconclusive means mostly about -30% to -49%;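 further: -100% = wells without enzyme as full effect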
# Target sequence (Q9BTU6 whole entry, looked up): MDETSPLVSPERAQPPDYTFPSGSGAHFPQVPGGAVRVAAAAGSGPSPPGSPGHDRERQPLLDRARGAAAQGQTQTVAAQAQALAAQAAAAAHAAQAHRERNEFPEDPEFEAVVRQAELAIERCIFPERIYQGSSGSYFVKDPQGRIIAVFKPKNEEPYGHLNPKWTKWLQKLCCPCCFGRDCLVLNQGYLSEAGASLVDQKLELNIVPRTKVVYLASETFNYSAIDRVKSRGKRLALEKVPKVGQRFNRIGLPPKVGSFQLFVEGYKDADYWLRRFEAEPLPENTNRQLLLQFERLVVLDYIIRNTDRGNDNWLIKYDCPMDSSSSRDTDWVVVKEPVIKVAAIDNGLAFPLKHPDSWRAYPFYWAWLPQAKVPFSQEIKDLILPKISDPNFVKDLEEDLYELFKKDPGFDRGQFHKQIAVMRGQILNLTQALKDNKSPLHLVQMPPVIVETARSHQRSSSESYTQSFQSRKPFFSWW
#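 PI4K2A activity was measured by ADP-Glo luminescence: enzyme (4 ug/mL stock) and phosphatidylinositol (1.2 mM stock) in Tris pH 7.5/MgCl2/EGTA/Triton X-100 buffer were reacted with ATP (300 microM stock) for one hour at ambient temperature.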
# RXFP1 ag – agonists of human relaxin receptor RXFP1. HEK293T-RXFP1 cAMP TR-FRET, 30 min; response scale: percent of porcine relaxin response, buffer zero. Potency, µM (series often up to 57.5 µM), for inactives: at the highest dose activation, usual class: activators. 370,000 tested, 0.3% active; further: potency means the concentration at half of the fitted maximal effect; on the % scale 0 is the no-effect control and ±100 the full control effect; nearly all actives have a fitted effect of over 60% in size; many of its hits are not listed in these tables
#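 cAMP rise read by TR-FRET after 30 min, 37C compound exposure (up to 58 uM) in RXFP1-transfected HEK293 cells with Ro 20174 present. EC50 from Hill-equation fits, with 29 nM porcine relaxin as 100% and buffer as basal.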
# Vif-A3G inh – Vif-A3G binding inhibition; Q9HC16; HeLa A3G-eYFP + Vif (tagged APOBEC3G with the HIV-1 protein that degrades it), YFP fluorescence, overnight; Potency, µM (titrated, usually from 46.1 µM), without a hit: top-dose activity, negative = active, usual class: inhibitors; 410,000 tested, 0.076% active; AID 602310;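 further: potency means the concentration at half of the fitted maximal effect; on the % scale 0 is the no-effect control and ±100 the full control effect; nearly all actives have a fitted effect of over 60% in size; hits raise eYFP signal because A3G escapes Vif-driven loss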
#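 HeLa cells stably expressing Vif and C-terminally eYFP-tagged A3G, seeded overnight at 37 deg C, then exposed to compound by pintool overnight at 37 deg C. Rise in yellow fluorescence (Ex 488/Em 500-530, Acumen) marks blocked Vif-driven A3G degradation.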
# TrxR1 substrate – rat thioredoxin reductase 1 substrate activity; purified TrxR1 substrate turnover, NADPH consumption readout; Potency, µM (series often up to 114 µM), for the others: at the highest dose activity change, negative = substrate turnover; 390,000 tested, 0.01% active; AID 588456; further: potency means the concentration at half of the fitted maximal effect; on the % scale 0 is the no-effect control and ±100 the full control effect; nearly all actives have a fitted effect of over 50% in size
# Target sequence (O89049 whole entry, looked up): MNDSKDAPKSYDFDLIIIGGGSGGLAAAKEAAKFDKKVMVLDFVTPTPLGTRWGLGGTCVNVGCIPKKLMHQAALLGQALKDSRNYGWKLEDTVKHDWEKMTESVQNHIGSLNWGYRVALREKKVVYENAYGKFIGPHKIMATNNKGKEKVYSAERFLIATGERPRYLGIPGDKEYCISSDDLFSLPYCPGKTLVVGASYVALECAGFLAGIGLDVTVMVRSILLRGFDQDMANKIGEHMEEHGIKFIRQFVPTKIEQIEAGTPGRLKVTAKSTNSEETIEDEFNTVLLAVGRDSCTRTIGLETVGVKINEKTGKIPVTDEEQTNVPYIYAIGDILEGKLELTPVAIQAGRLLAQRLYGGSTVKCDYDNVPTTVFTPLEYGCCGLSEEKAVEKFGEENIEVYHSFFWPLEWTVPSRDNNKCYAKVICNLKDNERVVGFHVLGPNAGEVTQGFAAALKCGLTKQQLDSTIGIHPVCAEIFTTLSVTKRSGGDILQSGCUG
#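 Rat TrxR1, dispensed at 90 nM, was prereduced with 400 uM NADPH (final) for 5 min at ~22 deg C, then incubated with compound 15 min before 400 uM selenite. A first-read NADPH fluorescence drop versus no-compound background flagged substrates.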
# mIDH1 inhibitor – human IDH1 R132H inhibition | O75874 | IDH1-R132H enzyme, NADPH consumption, diaphorase/resazurin fluorescence | Potency, µM (titrated, usually from 76.6 µM), inactives show at the top dose activity change, negative = inhibition, most hits filed as inhibitors | 390,000 tested, 0.093% active; further: potency means the concentration at half of the fitted maximal effect; on the % scale 0 is the no-effect control and ±100 the full control effect; nearly all actives have a fitted effect of over 65% in size
#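 IDH1-R132H (0.5 ug/mL dispensed) in pH 7.5 Tris buffer was preincubated 30 min with compound, then given a substrate mix of 0.016 mM NADPH and 2 mM alpha-KG for 80 min at room temperature; remaining NADPH was read by diaphorase/resazurin fluorescence.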
# Glioma ERSR ind – induces the endoplasmic reticulum stress response in human glioma cells | U87-MG GRP78 promoter luciferase reporter, 16 h | Potency, µM, for the others: top-dose activation, usual class: activators | 420,000 tested, 0.02% active | AID 602332; further: potency means the concentration at half of the fitted maximal effect; series mostly up to about 76 µM; % of control where 0% means no effect; nearly all actives have a fitted effect of over 35% in size
#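 Stably transfected U87-MG glioma cells carrying a GRP78-based luciferase sensor; 16 h compound incubation. Luminescence end-point read 10 min after Bright-Glo addition at room temperature.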
# An asterisk follows results filed as active; ? = inconclusive; · = no result given; & = joins results of further samples; [ ] = remark or other dose. Unless noted, the call rests on the fitted dose curve; in most records, active means well fitted curve in the direction sought with a large enough effect; inconclusive means small, poorly fitted or top-dose-only effect, or another doubt; inactive means no such curve, though single readings can be large; an effect the other way counts as inactive or inconclusive. Not all compounds are listed (hit frequency here may not be typical).
structure,USP1-UAF1 inh,Vif-APOBEC3F blk,LDHA inh,PI4K2A block,RXFP1 ag,Vif-A3G inh,TrxR1 substrate,mIDH1 inhibitor,Glioma ERSR ind
CN(C)c1ccc(/C=N/NC(=O)c2ccccc2)cc1,-12.8%,-6.4%,-6.4,-22.2,-1.1%,?,-13.1%,0.0%,-7.7%
O=C1CCCc2nc(N3CCN(c4ccccc4)CC3)ncc21,1.6%,2.8%,3.1,-2.2,3.5%,2.0%,-4.5%,-1.6%,-0.6%
O=C(CCNc1cccc(F)c1)c1cc2ccccc2o1,-24.2%,-14.8%,1.6&-8.9,6.7,5.8%,-12.4%,1.3%,-4.7%,-0.5%
CCOCCCN(Cc1ccco1)S(=O)(=O)c1cc2c(cc1Cl)NC(=O)CO2,?,?,0.3,-0.4,-1.1%,5.8%,-5.9%[57.1 µM],-6.5%,-1.1%
Cc1c(CN2CCC(CO)(Cc3cccc(C(F)(F)F)c3)CC2)c2ccccc2n1C,-8.6%,5.0%,0.6,-5.7,-2.7%,-27.0%,0.8%,-0.8%,-7.2%
CCOC(=O)c1[nH]c(C)c(C(=O)OCC(=O)N2CC(=O)Nc3ccccc32)c1C,-7.7%,-1.6%,1.1,4.4,-1.0%,1.3%,-14.6%[57.1 µM],4.4%,-0.3%
O=C(NCC(c1ccc2c(c1)OCO2)N1CCOCC1)c1c(F)cccc1F (stereo not drawn),-7.0%,-2.9%,-0.6,0.8,0.9%,3.4%,6.7%[57.1 µM],13.5%,-3.8%
Cc1ccc2c(c1)C(c1ccccc1)N(C(=O)COc1ccc(Cl)cc1Cl)CC(=O)N2 (stereo not drawn),-27.4%,-5.9%,-1.2,0.4,-0.9%,-1.3%,1.0%,-7.6%,-0.6%
CCC(C)c1c(O)nc(SCc2ccccc2)[nH]c1=O (stereo not drawn),-14.8%,0.5%,-4.7,-1.1,-0.1%,1.7%,0.4%,2.2%,-3.3%
Cc1nc2sc(C(c3cccs3)N3CCOCC3)c(O)n2n1 (stereo not drawn),-4.0%,1.4%,-5.1,-6.7,1.2%,-0.1%,-4.2%[57.1 µM],-2.7%,-1.6%
CC(C)N1CCN(Cc2cc(F)ccc2-n2cccn2)CC1CCO (stereo not drawn),1.8%,-21.5%,-6.2,1.2,-2.2%,-1.9%,6.5%[57.1 µM],-2.8%,-5.8%
COc1ccc(OC)c(NC(=O)c2cccc(C)c2[N+](=O)[O-])c1,-11.8%,-4.0%,4.7,-9.3,0.4%,1.9%,2.7%,1.3%,-4.6%
CCCCC1=CC2=CC(=O)C(C)(OC(=O)CC)C(=O)C2=CN1c1cccc(C#N)c1 (stereo not drawn),-15.8%,2.0%,7.7,-14.9,·,0.0%,-8.0%,11.2%,-0.4%
Cc1ccc(NC(=O)Nc2ccc3oc(C)nc3c2)cc1,-4.2%,·,-1.6,-8.8,4.8%,2.8%,0.2%,7.0%,-1.5%
CC(C)Cc1cc(CN2CCC(CO)(Cc3ccccc3)CC2)[nH]n1,-18.0%,-1.7%,-2.7,0.3,0.7%,-5.4%,4.0%,-0.4%,-2.4%
COc1ccc(NC(=O)C(c2ccccc2)c2ccccc2)c(OC)c1,-2.3%,15.1%,2.2,2.3,·,1.2%,-9.9%[57.1 µM],-5.8%,-4.1%
CC1CC(C)CN(S(=O)(=O)c2ccc(C(=O)NN3CCOCC3)cc2)C1 (stereo not drawn),-20.4%,1.7%,-1.3,-7.2,-0.5%,0.0%,-5.3%,4.2%,8.7%
CCOc1cc2c(cc1C=O)OC(C)C2 (stereo not drawn),-1.2%,3.6%,-0.9,7.0,0.9%,-7.8%,-0.5%,-0.5%,-2.5%
CN1CCN(Cc2nc3ccccc3c(=O)n2CC#N)CC1,-11.4%,0.5%,-4.3,1.7,9.6%,4.8%,0.7%,6.4%,-3.2%
CS(=O)(=O)c1ccc2nc(NC(=O)c3ccc(=O)[nH]c3)sc2c1,-20.4%,6.4%,-3.6,-1.0,15.8%,-3.4%,-11.4%,4.1%,-2.8%
O=Cc1cnc(N2CCOCC2)nc1,-6.7%,5.9%,-8.8,-3.7,-0.5%,0.0%,-1.0%[57.1 µM],4.0%,-3.5%
CCC(C)[C@H](NC(=O)Nc1ccc(C(C)=O)cc1)C(=O)OC (stereo partly drawn),-1.8%,-0.6%,-4.5,-5.2,-1.0%,-0.8%,-3.7%,-2.7%,0.1%
c1csc(-c2nc3c4ccccc4c4ccccc4c3[nH]2)c1,-5.2%,-0.9%,18.3,5.2,-0.9%,-24.3%,50.2%[activator][57.1 µM],11.4%,-2.0%
Cc1ccc2cccc(NC(=O)c3ccc(-c4cccc([N+](=O)[O-])c4)o3)c2n1,-8.1%,2.1%,-10.7,3.0,1.0%,0.4%,-5.5%,1.0%,-4.0%
COc1ccc(S(=O)(=O)Nc2ccc(S(=O)(=O)N3CCOCC3)cc2)cc1C,-6.4%,-3.9%,-0.4,-4.3,-0.3%,-0.4%,-12.0%,-1.1%,-4.4%
COc1cc2[nH]c(=O)n(CCC(=O)NC3CCCC3)c(=O)c2cc1OC,-19.0%,1.7%,1.6,-1.9,1.6%,3.8%,69.0%,7.2%,3.8%
O=C(Nc1ccc(F)cc1)NC1(C(=O)NCc2cccs2)CCCCC1,1.4%,-1.0%,-8.8,-1.6,-5.7%,-1.9%,14.9%,5.8%,-3.8%
COc1ccc(C2C(=O)N(C3CCCCC3)CC(=O)N2C2CCCCC2)cc1 (stereo not drawn),-24.1%&-13.6%,-2.1%&-0.5%,-12.1&-6.7,-1.9&2.9,-0.7%&-1.0%,-1.1%&1.4%,2.2%[57.1 µM],-19.7%&11.5%,-3.3%&-6.2%
O=C1CCC(=O)N1c1ccccc1-c1ccccc1,-7.7%,-10.9%,-3.1,-3.1,1.4%,-0.1%,-0.5%,-1.0%,-2.0%
O=c1c2ccccc2nc2c3ccccc3c(NCc3ccco3)nn12,-17.0%,-13.9%,0.7,2.1,2.4%,0.5%,58.6%[activator],0.0%,-1.8%
O=C(NCSc1ccccc1)c1ccccc1,-23.0%,0.6%,-7.7,-4.3,-2.5%,1.1%,0.9%,6.2%,-6.2%
CCNC(=O)[C@H]1O[C@@H](n2cnc3c(N)nc(NCCc4ccc(CCC(=O)O)cc4)nc32)[C@H](O)[C@@H]1O,-20.6%,-7.3%,-0.5,-6.8&-1.4,0.0%,2.5%,4.2%[57.1 µM],19.6%,-3.9%&-0.6%

# Copied from the entries so far for reference:
structure,USP1-UAF1 inh,Vif-APOBEC3F blk,LDHA inh,PI4K2A block,RXFP1 ag,Vif-A3G inh,TrxR1 substrate,mIDH1 inhibitor,Glioma ERSR ind
O=C(NCC(c1ccc2c(c1)OCO2)N1CCOCC1)c1c(F)cccc1F (stereo not drawn),-7.0%,-2.9%,-0.6,0.8,0.9%,3.4%,6.7%[57.1 µM],13.5%,-3.8%
Cc1ccc2c(c1)C(c1ccccc1)N(C(=O)COc1ccc(Cl)cc1Cl)CC(=O)N2 (stereo not drawn),-27.4%,-5.9%,-1.2,0.4,-0.9%,-1.3%,1.0%,-7.6%,-0.6%
CCC(C)c1c(O)nc(SCc2ccccc2)[nH]c1=O (stereo not drawn),-14.8%,0.5%,-4.7,-1.1,-0.1%,1.7%,0.4%,2.2%,-3.3%

# The results go on:
structure,USP1-UAF1 inh,Vif-APOBEC3F blk,LDHA inh,PI4K2A block,RXFP1 ag,Vif-A3G inh,TrxR1 substrate,mIDH1 inhibitor,Glioma ERSR ind
CCCN1CCN(CCCNC(=O)c2cc3c(=O)oc4ccc(C)cc4c3s2)CC1,-9.7%,6.1%,-4.6,9.1,2.9%,2.1%,-4.3%,5.5%,-1.0%
CCN(CCCNC(=O)C1CCC(=O)N1Cc1ccc(F)cc1)c1cccc(C)c1 (stereo not drawn),-27.2%,4.4%,5.3,-5.3,3.6%,0.0%,8.6%,2.4%,-4.6%
O=c1c2[nH]c3ccccc3c2nc2n1CCCS2,-11.5%,8.4%,-7.5,5.4,-0.2%,-2.9%,-5.8%[57.1 µM],-2.3%,-2.1%
Cc1ccc2cccc(NC(=O)c3ccc(-c4ccc(Cl)cc4Cl)o3)c2n1,9.4%,-2.4%,-5.2,-2.7,-2.2%,-1.1%,11.3%[11.4 µM],-0.2%,-2.9%
CCOc1ccc(S(=O)(=O)N2CCN(Cc3ccccc3)CC2)c2cccnc12,1.5%,3.4%,11.2,4.2,-0.7%,-0.6%,-1.5%,6.1%,-4.6%
N#Cc1nc(-c2ccc([N+](=O)[O-])cc2)oc1N1CCCCC1,-6.0%,-24.5%,-2.4,6.5,-0.3%,3.1%,5.5%,-0.7%,1.5%
O=C(COC(=O)c1cccc(S(=O)(=O)N2CCCCC2)c1)NCc1cccc(Cl)c1,-6.6%,-1.9%,0.8,-0.7,·,-3.9%,·,3.1%,-5.6%
N=C(N)c1ccc(O)cc1,?,6.8%,1.5,-2.2,9.7%,-2.9%,-6.8%,-4.2%,-3.2%

# Bioassay records (PubChem)
